# From PubChem BioAssay
# DAX1 inh-1 = inhibits human nuclear receptor DAX1; P51843; HEK293 Gal4-DAX1 luciferase reporter, luminescence; inhibition, % at 6.75 µM; hit rate 0.99% among 340,000; AID 504766;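 active = inhibition above the mean over all tested compounds plus 3 SD, cut at about 4.2% in these data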;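 also: 0% = DAX1-transfected cells with DMSO and 100% = empty-vector control cells with DMSO; inhibition shows as a rise in luminescence from relieved DAX1 repression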
# PG9 Ab binder = small molecules binding HIV-1 gp120 antibody PG9. TR-FRET gp120-PG9 antibody binding. inhibition, % at 6.7 µM. hit rate 0.43% among 360,000; in the data active = inhibition above about 8.5%
# hcDAF12 agonist = H. contortus DAF-12 activation, primary screen; activation, % at 6.8 µM; HEK293 hcDAF-12 lit1-tk-luc reporter, luminescence; 0% DMSO, 100% Δ7-dafachronic acid; hit rate 1.4% among 370,000;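 active = activation above the mean of all tested compounds plus 3 SD, cut at about 5.5% in these data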;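 also: 100% = response to 3 µM Δ7-dafachronic acid high control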
# ssDAF-12 act = S. stercoralis DAF-12 activation, primary screen. HEK293 ssDAF-12/GRIP1 lit1-tk-luc reporter, luminescence; % of 3 µM dafachronic acid response. activation, % at 6.8 µM. hit rate 1% among 370,000. AID 652126;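 active = activation above the mean over all tested compounds plus 3 SD, cut at about 0.9% in these data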;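 also: 0% = DMSO-only wells and 100% = 3 µM delta7-dafachronic acid wells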
# DAX1 inh-2 = inhibitors of DAX1 repression of SF-1 activated StAR promoter; inhibition, % at 6.8 µM; AID 652010; HEK293T StAR-luciferase reporter, SF-1/DAX-1 repression relief; hit rate 1.1% among 370,000;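 active = inhibition above the mean over all tested compounds plus 3 SD, cut at about 3.6% in these data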;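 also: 0% = DAX-1 cells with DMSO and 100% = cells lacking DAX-1 with DMSO; higher inhibition means more luminescence from relief of DAX-1 repression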
# FXN GAA850 act = activators of GAA850 frataxin (FXN) promoter. HEK293 lucGAA850 FXN promoter luciferase reporter, 24 h; percent of 10 µM SAHA response. activation, % at 6 µM. hit rate 0.56% among 360,000;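 active = activation above the average of all compounds screened plus 3 SD, cutoff fixed separately per campaign, cut at about 7.5% in these data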;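 also: 0% = DMSO wells and 100% = 10 µM SAHA wells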
# hgDAF12 agonist = agonists of H. glycines DAF-12 nuclear receptor. HEK293 GAL4-hgDAF12 UAS-luciferase reporter, agonist luminescence; normalized to butyrate control. activation, % at 6.8 µM. hit rate 1.8% among 370,000;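 active = activation above a cutoff set at the mean of all screened compounds plus 3 SD, cut at about 10% in these data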;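 also: 0% = DMSO wells and 100% = sodium butyrate wells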
# Rev-erbA mod = modulators of human Rev-erb alpha DNA binding | AID 1259318 | P20393 | activity, % at 10 µM | Rev-erbα–FITC-DNA binding, fluorescence polarization, 90 min | hit rate 0.79% among 370,000;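 active = activity above about 14%, limit read from the data; passing the limit was not always enough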;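 also: 0% = DMSO wells with 35 nM protein and 100% = DMSO wells with 750 nM protein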
# Target sequence (P20393 whole entry, looked up): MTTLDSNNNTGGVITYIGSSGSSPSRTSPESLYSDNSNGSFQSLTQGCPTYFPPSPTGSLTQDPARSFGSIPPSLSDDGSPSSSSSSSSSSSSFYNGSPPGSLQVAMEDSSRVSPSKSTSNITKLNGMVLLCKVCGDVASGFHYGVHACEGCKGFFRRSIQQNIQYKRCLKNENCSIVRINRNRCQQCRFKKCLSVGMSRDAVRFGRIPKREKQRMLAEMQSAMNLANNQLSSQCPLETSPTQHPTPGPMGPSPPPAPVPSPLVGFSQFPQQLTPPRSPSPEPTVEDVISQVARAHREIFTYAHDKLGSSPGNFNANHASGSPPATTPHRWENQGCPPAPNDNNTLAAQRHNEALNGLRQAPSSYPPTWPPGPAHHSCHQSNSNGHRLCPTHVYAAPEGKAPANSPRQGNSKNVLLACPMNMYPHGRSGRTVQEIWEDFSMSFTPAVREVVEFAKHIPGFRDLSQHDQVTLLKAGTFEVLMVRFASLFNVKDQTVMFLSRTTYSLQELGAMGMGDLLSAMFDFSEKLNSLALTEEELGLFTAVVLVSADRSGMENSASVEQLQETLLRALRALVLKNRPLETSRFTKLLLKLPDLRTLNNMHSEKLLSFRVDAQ
# SMARCA2 activ = increases SMARCA2 function in MMTV reporter cells; MG213 cells, MMTV-luciferase reporter, dexamethasone, overnight; activation, % at 9.1 µM; hit rate 1% among 370,000; in the data active = activation above about 7.8%;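 also: 0% = vehicle wells and 100% = reference activator wells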
# PLCb3 inh = blocks human PLC-beta3 enzyme activity; Q01970; Purified PLC-beta3, fluorogenic substrate, fluorescence; inhibition, % at 12.2 µM; hit rate 0.18% among 370,000; in the data active = inhibition above about 11%;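 also: 0% = median of compound wells on plate and 100% = full blocker control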
# sPLA2-III inh = Blocks human group III sPLA2 activity. Q9NZ20. QFRET BODIPY PC-A2 liposome hydrolysis, fluorescence. inhibition, % at 12.2 µM. hit rate 0.56% among 370,000;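 active = inhibition above mean plus 3 SD of compounds lying within the high and low control bounds, cut at about 19% in these data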;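 also: 0% = median of test compound wells and 100% = no enzyme DMSO wells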
# Target sequence (Q9NZ20 whole entry, looked up): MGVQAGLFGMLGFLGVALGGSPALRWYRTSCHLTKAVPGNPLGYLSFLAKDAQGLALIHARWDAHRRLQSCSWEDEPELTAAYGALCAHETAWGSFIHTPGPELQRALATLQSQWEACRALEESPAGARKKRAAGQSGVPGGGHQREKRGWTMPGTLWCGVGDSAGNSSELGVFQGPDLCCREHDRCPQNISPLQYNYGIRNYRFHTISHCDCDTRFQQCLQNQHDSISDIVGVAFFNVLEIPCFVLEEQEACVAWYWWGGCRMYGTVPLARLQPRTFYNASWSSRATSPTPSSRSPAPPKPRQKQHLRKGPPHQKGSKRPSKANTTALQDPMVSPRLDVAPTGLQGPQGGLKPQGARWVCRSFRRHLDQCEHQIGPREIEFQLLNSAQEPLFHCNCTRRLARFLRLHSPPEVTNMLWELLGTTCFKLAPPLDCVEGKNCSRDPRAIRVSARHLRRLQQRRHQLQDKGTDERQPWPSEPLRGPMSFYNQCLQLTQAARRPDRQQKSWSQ
# Starred values were filed as active, the others as inactive; i = inactive; · = no result given.
SMILES,DAX1 inh-1,PG9 Ab binder,hcDAF12 agonist,ssDAF-12 act,DAX1 inh-2,FXN GAA850 act,hgDAF12 agonist,Rev-erbA mod,SMARCA2 activ,PLCb3 inh,sPLA2-III inh
COc1ccc(CC2(CO)CCN(Cc3c(C)nn(C(C)C)c3C)CC2)cc1,-0.3,8.4,-1.7,-1.6,-1.0,-0.7,0.0,1,2,2,-4
O=C(CSc1nnc(-c2cccs2)n1CC1CCCO1)c1cc2ccccc2o1 (stereo not drawn),-0.1,0.0,2.0,0.3,-0.6,0.4,2.7,-3,-3,-29,-11
CCCNC(=O)Cn1nc(C(F)(F)F)c2c1CCC2,-0.6,1.0,-0.1,-1.3,0.5,1.6,1.5,0,1,-4,0
CC(O)CN(CCC(N)=O)CCC(N)=O (stereo not drawn),-0.3,-1.6,0.1,-1.0,1.7,-1.4,-0.3,4,-3,0,9
CCOCC(=O)Nc1ccc2c(c1)N(S(=O)(=O)c1cccs1)CCC2,1.6,0.7,-1.4,-1.5,0.3,2.2,-0.3,-2,0,-1,-2
Cc1ccc2oc(=O)c3cc(C(=O)NCc4ccco4)sc3c2c1,6.1*,0.8,1.6,-1.6,-0.6,0.6,-1.7,-7,-3,-5,5
CCC(C)c1ccc(NC(=O)COC(=O)CCNS(=O)(=O)c2cccs2)cc1 (stereo not drawn),1.1,-1.6,0.0,-1.4,1.4,-1.2,2.8,0,4,-3,-42
O=C(Nc1cccc(Cl)c1N1CCCC1)c1ccc(Br)o1,0.4,-0.6,-1.6,-1.2,-0.3,2.2,-0.8,4,2,2,1
CC(Sc1nnc(COc2ccccc2)n1-c1ccccc1)C(=O)O (stereo not drawn),0.4,-2.1,-0.5,-1.2,-0.1,0.1,-0.6,2,-1,-1,-4
CC(C)NC(=O)CSc1nc(-c2ccccc2)cs1,4.7*,0.4,1.0,-1.1,3.2,2.8,11*,-1,3,-1,5
CC1CCCC=CC2CC(OC(=O)CN(C)C)CC2C(O)C=CC(=O)O1 (stereo not drawn),-2.3,0.3,-2.2,-1.7,4.5*,-8.5,-7.8,6,-9,3,15
CC(=O)N1CCN(S(=O)(=O)c2ccc(C)cc2)C1C(C)C (stereo not drawn),1.5,-1.0,-0.9,-1.3,0.2,-1.0,-0.1,0,-4,1,2
OC(CNCCNc1ncccc1C(F)(F)F)Cn1ccc2ccccc21 (stereo not drawn),-1.2,0.2,-1.1,-0.9,0.1,-1.6,-1.7,1,-3,-7,-2
CC(C)CCN(C)C1CCN(C(=O)Nc2c(F)cccc2F)CC1,3.9,-1.5,-1.9,-1.4,-0.7,0.0,0.8,-3,0,9,-1
O=C(C1=C(O)C(=O)N(Cc2ccccc2)C1c1ccncc1)c1ccco1 (stereo not drawn),0.5,3.5,0.4,-1.2,-0.5,0.2,-0.9,1,-2,-4,-2
CC(=O)[C@@]1(O)CCC2C3C=CC4=CC(=O)CC[C@]4(C)C3CC[C@@]21C (stereo partly drawn),-0.9,0.0,-2.2,-1.6,-1.0,3.4,1.9,4,-1,-8,-5
c1ccc(C2=Nn3c(nnc3-c3cccs3)SC2)cc1,0.6,0.9,-0.1,-1.1,-0.6,-0.3,0.3,1,1,-8,-2
O=C(NC1CCCC1)C1c2ccccc2C(=O)N1C1CCCCC1 (stereo not drawn),0.9,-1.8,-0.9,-1.2,-1.0,0.2,0.6,-4,3,6,5
Cc1ccccc1C(=O)c1cccn1CC(=O)NCc1cccc(Cl)c1,0.7,0.3,0.9,-1.0,0.2,1.4,2.5,-1,0,-5,-13
COc1ccc(-c2cc(C(F)F)n3ncc(C(=O)N4CCc5ccccc5C4)c3n2)cc1,-1.2,-0.5,-2.2,-1.4,-1.8,-12,-3.2,4,-2,i,-2
CCOc1ccc(S(=O)(=O)Nc2ccc3c(c2)OCO3)c2cccnc12,0.3,-0.4,-0.9,-1.3,-0.2,0.4,1.6,-7,0,-3,3
CN(c1ccccc1)c1nc(N)c([N+](=O)[O-])c(N2CCCCC2)n1,0.5,-0.6,0.9,-0.5,-0.1,3.6,-0.3,1,2,-5,3
Cn1c(=O)c2cc(S(=O)(=O)NC(Cc3ccccc3)C(=O)NCc3ccco3)ccc2n(C)c1=O (stereo not drawn),0.1,-2.1,-1.0,-0.3,-0.8,-1.6,2.3,4,-1,2,-1
O=C(COc1ccc2ccc(=O)oc2c1)N1CC[C@@]2(O)CCCC[C@H]2C1,0.1,-0.2,-1.9,-1.5,-1.1,0.3,2.6,0,0,-5,0

# A second format for some results above:
Structure | DAX1 inh-1 | PG9 Ab binder | hcDAF12 agonist | ssDAF-12 act | DAX1 inh-2 | FXN GAA850 act | hgDAF12 agonist | Rev-erbA mod | SMARCA2 activ | PLCb3 inh | sPLA2-III inh
Cc1ccccc1C(=O)c1cccn1CC(=O)NCc1cccc(Cl)c1 | 0.7 | 0.3 | 0.9 | -1.0 | 0.2 | 1.4 | 2.5 | -1 | 0 | -5 | -13
COc1ccc(-c2cc(C(F)F)n3ncc(C(=O)N4CCc5ccccc5C4)c3n2)cc1 | -1.2 | -0.5 | -2.2 | -1.4 | -1.8 | -12 | -3.2 | 4 | -2 | i | -2
CCOc1ccc(S(=O)(=O)Nc2ccc3c(c2)OCO3)c2cccnc12 | 0.3 | -0.4 | -0.9 | -1.3 | -0.2 | 0.4 | 1.6 | -7 | 0 | -3 | 3

# Other compounds follow:
SMILES,DAX1 inh-1,PG9 Ab binder,hcDAF12 agonist,ssDAF-12 act,DAX1 inh-2,FXN GAA850 act,hgDAF12 agonist,Rev-erbA mod,SMARCA2 activ,PLCb3 inh,sPLA2-III inh
CCCc1[nH]nc2c1C(c1ccc(OC)c(CSC3=NCCS3)c1)C(C#N)=C(N)O2 (stereo not drawn),-1.4,-0.2,-0.5,-0.7,0.2,1.6,-2.9,-2,-6,-23,-40
O=[N+]([O-])c1ccc(-c2nc(Nc3cccc(O)c3)c3ccccc3n2)cc1,-1.5,-0.3,-3.2,-1.8,-1.5,-1.3,0.8,28*,-6,5,-36
Cc1ccccc1C(=O)NNC(=O)C(C)N1C(=O)c2ccccc2C1=O (stereo not drawn),0.3,-1.2,-0.9,-1.3,0.2,-1.9,4.4,-4,6,0,-10
O=S(=O)(c1ccc(Br)s1)N1CCC(Cc2ccccc2)CC1,1.1,2.8,-1.2,-1.8,-0.7,1.3,-0.9,-5,-4,1,0
COC(=O)[C@]12CCCCC=C1N(Cc1ccc(Cl)cc1Cl)C(=O)[C@H](CC(=O)NCc1ccccc1)C2,·,-2.3,-0.6,-1.3,0.7,·,-0.9,-4,-5,5,-14
C/C(=N/NC(=O)c1ccoc1C)c1ccc(NC(=O)c2ccncc2)cc1,2.0,-1.1,6.4*,1.3*,3.8*,-0.1,17*,0,1,-2,12
COc1ccc(N(CC(=O)NCc2ccc(C)cc2)S(=O)(=O)c2ccccc2[N+](=O)[O-])c(OC)c1,-0.9,-2.0,-2.5,-0.8,0.0,0.8,0.4,0,-2,1,-12
Cc1ccccc1-n1c(C)nnc1SCC(=O)NC1CCCc2ccccc21 (stereo not drawn),-0.3,-1.1,0.5,0.5,0.0,4.3,2.6,3,-1,-4,10
CC(C)NC(=O)C(Cc1ccccc1)N1C(=O)c2ccccc2C1=O (stereo not drawn),0.2,-0.3,-1.3,-0.8,0.3,-1.8,1.0,6,3,3,-1
O=C(COC(=O)c1cnccn1)c1ccc2ccccc2c1,-0.3,2.5,-2.1,-0.7,-0.1,2.3,-0.1,0,3,-64,-2
CCOc1ccc(NS(=O)(=O)c2ccc(C(=O)N(C)CC(=O)Nc3ccccc3Br)cc2)cc1,0.0,0.8,0.0,-1.0,-1.8,-0.8,-3.4,-2,-2,-6,-21
Cc1nc(SCC(=O)N2c3ccccc3NC(=O)CC2C)c2c(C)c(C)sc2n1 (stereo not drawn),-2.4,-0.8,-1.6,-1.0,1.3,0.8,0.5,6,-2,-3,0
COc1ccc(CNC(=O)c2c(-c3c(F)cccc3Cl)noc2C)cc1,-0.1,0.7,0.2,-1.7,0.1,2.0,0.8,-3,-1,-5,6
COc1ccc(NC(=O)CCS(=O)(=O)c2ccc(Br)s2)cc1,-0.5,-0.5,-1.3,-1.1,-0.5,-0.1,0.2,1,2,-6,5
CC(C)(C)NC(=O)c1cccc(NC(=O)c2ccco2)c1,0.8,0.1,1.6,-0.5,0.5,0.9,-0.7,-8,0,5,-2
NC(=O)C1CCN(Cc2nc3cc(C(F)(F)F)ccc3c(=O)[nH]2)CC1,2.1,-0.4,-1.0,-1.3,0.9,4.3,-0.8,-3,0,-7,0
O=C(O)c1ccccc1C=NN=C1c2ccccc2-c2ccccc21,0.7,-0.6,2.2,0.2,-0.2,3.6,1.1,-5,-3,2,4
CCOc1cc(C(=O)NC)cc(Br)c1OCc1ccccc1,-0.4,-0.2,-1.8,-2.0,-1.0,-1.0,-2.2,0,-2,-1,-10
O=C1N(Cc2cccc(Cl)c2)C[C@@H]2C[C@@H](c3cccn3-c3cccnc3)N3CCC[C@@]123,-3.5,17*,-3.1,-1.9,-1.9,-4.2,-0.7,-2,0,-6,-10
NC(=O)COC(=O)/C=C/c1cccc(Br)c1,-0.3,-2.4,0.2,-0.2,0.0,3.2,5.9,2,0,-2,2
CN1CCN(C(=O)Cn2ncc3c([nH]c4ccccc43)c2=O)CC1,0.8,0.1,2.0,-0.9,0.9,0.1,-2.2,-3,0,-6,3
COc1ccccc1-n1c(C)c2c(OC)cccc(=O)c2c1C,-0.9,-1.6,5.3,-1.4,-0.8,1.0,-0.3,-2,8,-11,-8
Cc1ccc(CNC(=O)CSc2ccc(-c3ccccn3)nn2)cc1,-0.1,-1.1,0.3,-1.2,0.8,-0.6,0.8,-6,-4,-9,13
CCn1nc(C)c(CN2CCC(n3nccc3NC(=O)CCCc3ccccc3)CC2)c1C,-0.7,-0.8,0.1,-0.2,-0.4,0.8,-2.2,-2,-1,-5,6
O=C1c2ccccc2C(=O)N1c1nc(-c2cccs2)cs1,-0.4,-0.5,-1.5,-0.7,0.6,1.1,2.5,1,0,-3,-5
N/C(=N\OC(=O)N1c2ccccc2Sc2ccccc21)c1ccc(Br)cc1,-0.2,-2.8,-1.3,-1.3,-1.0,2.0,2.6,5,-4,-13,13
O=C(CCSc1ccccc1)Nc1ccc(S(=O)(=O)N2CCOCC2)cc1,1.0,-1.0,-1.5,-1.5,-0.5,-0.8,-2.6,0,-6,4,-12
N#Cc1ccc(OCC(=O)Nc2nc(-c3ccccn3)cs2)cc1,-0.8,-0.7,-0.6,-0.4,-2.0,-3.7,-6.2,-4,-8,-10,6
Fc1cccc(NC(=S)Nc2cccc3ccccc23)c1,1.3,-0.5,5.1,0.0,-0.1,0.7,2.0,3,1,-116,6
COc1ccc(-c2nc(CSCC(=O)NCCCN3CCCC3=O)c(C)o2)cc1,0.5,0.6,-1.9,-0.6,0.2,-0.8,1.1,0,-3,-4,2
CN1CCN(c2cc3c(cc2F)c(=O)c(C(=O)O)cn3CCF)CC1,1.1,-1.1,-0.6,-1.1,0.5,-0.7,0.9,-3,1,-26,2
COc1ccc(S(=O)(=O)N(C)C[C@H]2OCCCC[C@H](C)Oc3ccc(NC(=O)Nc4ccc(F)cc4)cc3C(=O)N([C@H](C)CO)C[C@H]2C)cc1,1.5,-0.9,0.6,-1.0,0.7,0.1,1.6,7,-2,0,-34
